Assay outcomes as filed in PubChem.
GPR151 activ = activates the human receptor GPR151. Q8TDV0. activation, % at 11.2 µM. PathHunter beta-arrestin GPR151 cells, luminescence. 650,000 compounds, 1% hits; in the data active means activation above about 4.9%;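 further: 0% = median of compound wells and 100% = cells with positive control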
Target sequence (Q8TDV0 whole entry, looked up): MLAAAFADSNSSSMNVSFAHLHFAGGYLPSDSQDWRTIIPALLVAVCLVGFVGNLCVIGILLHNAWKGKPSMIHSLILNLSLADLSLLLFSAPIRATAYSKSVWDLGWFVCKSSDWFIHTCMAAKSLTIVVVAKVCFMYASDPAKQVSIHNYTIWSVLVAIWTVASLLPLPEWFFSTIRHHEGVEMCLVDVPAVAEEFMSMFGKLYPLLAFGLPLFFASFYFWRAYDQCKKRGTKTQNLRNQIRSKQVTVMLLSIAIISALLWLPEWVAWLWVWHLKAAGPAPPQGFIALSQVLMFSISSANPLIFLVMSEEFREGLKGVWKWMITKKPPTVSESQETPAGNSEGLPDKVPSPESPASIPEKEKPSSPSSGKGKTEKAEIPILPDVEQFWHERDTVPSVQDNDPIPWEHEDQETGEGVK
MITF inh = inhibitors of human MITF | O75030 | AlphaScreen MITF homodimerization, bead proximity signal | inhibition, % at 2.6 µM | 650,000 compounds, 0.91% hits; in the data active means inhibition above about 50%;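 further: 0% = vehicle wells with protein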
Target sequence (O75030 whole entry, looked up): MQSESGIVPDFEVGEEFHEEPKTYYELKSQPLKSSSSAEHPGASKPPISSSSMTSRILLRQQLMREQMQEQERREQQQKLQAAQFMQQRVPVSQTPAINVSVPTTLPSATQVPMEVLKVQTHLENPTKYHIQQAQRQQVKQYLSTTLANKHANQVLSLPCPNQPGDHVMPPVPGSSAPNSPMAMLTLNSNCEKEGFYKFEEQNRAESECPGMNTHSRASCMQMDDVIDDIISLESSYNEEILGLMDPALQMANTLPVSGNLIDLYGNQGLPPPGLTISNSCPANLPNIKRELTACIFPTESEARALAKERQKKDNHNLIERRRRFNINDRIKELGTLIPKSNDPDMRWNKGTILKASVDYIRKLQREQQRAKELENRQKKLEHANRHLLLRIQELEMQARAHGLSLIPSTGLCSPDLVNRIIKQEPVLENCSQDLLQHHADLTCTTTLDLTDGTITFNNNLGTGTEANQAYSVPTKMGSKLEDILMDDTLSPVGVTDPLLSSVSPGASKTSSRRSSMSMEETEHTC
FBW7 act = human FBW7 E3 ligase activation, primary screen. Q969H0. 650,000 compounds, 0.13% hits. AID 1259310. normalized activity (activation), % at 26.1 µM. AlphaScreen FBW7–phospho-cyclin E peptide binding, activator screen; in the data active means normalized activity above about 1.9%;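 further: purified mutant Fbw7 with reduced substrate affinity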
TEAD-YAP inh = TEAD-YAP interaction inhibition | 640,000 compounds, 1.4% hits | inhibition, % at 9.12 µM | HEK-TIYL cells, TEAD-Gal4/YAP UAS-luciferase luminescence; in the data active means inhibition above about 32%;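 further: 0% = median of test compound wells and 100% = reference inhibitor wells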
Active calls of the source: *.

SMILES	GPR151 activ	MITF inh	FBW7 act	TEAD-YAP inh
CC(=O)Nc1nnc(CCSCCc2nnc(NC(C)=O)s2)s1	-0.1	0	0.0	-5
COc1ccc(C2N=C(N)Nc3nc4ccccc4n32)c(OC)c1 (stereo not given)	0.7	-4	-0.1	11
CCCCN(C)CCN1C(=O)C2C(C(=O)Nc3ccc(OC)cc3)C3C=CC2(O3)C1C(=O)NC1CCCCC1 (stereo not given)	-0.7	9	0.1	-10
CCC1=NN(C(=O)c2ccc(N)cc2)C(O)(c2ccc(Br)cc2)C1 (stereo not given)	-1.3	8	0.6	-10
O=C(O)C1CSC2c3ccccc3C(=O)N12 (stereo not given)	0.9	25	0.9	-4
N#CC1=C(N)N2C(=C(C#N)C13CCCCC3)SC1CCCCC12O (stereo not given)	-1.3	-12	-0.1	-4
COc1ccc(/C=C2\C=C(c3ccccc3)N(c3ccc(C)c([N+](=O)[O-])c3)C2=O)cc1Br	-0.7	1	0.2	2
O=C1c2ccccc2-c2onc3ccc(Nc4ccccc4)c1c23	1.0	-15	-0.1	-9
CN(C)c1ccc(-c2cnn3c(NCCc4cccnc4)ccnc23)cc1	-0.2	-5	-0.1	-4
Cc1ccc(CNC(=O)Cn2c(=O)oc3cc(Cl)ccc32)o1	-0.3	17	0.3	-11
COC(=O)c1cc(CNC(=O)C2Cc3ccccc3O2)cc(NC(=O)Cn2cccn2)c1 (stereo not given)	0.8	2	0.1	6
O=C1c2ccc(Br)cc2C(=O)N1CN(C(=O)C(F)(F)F)c1ccc2c(c1)oc1ccccc12	0.9	13	0.1	0
CCCCN(CC)C(=O)CSc1nc2n[nH]c(C)c2c(=N)n1-c1ccc(OC)cc1	-0.8	2	0.0	-7
CC(C)Cn1c(=O)c2ccccc2n2c(SCC(=O)Nc3nccs3)nnc12	-1.4	11	0.0	2
CC(=O)c1sc2c(c1N)c(=O)[nH]c(=O)n2-c1cc(C)ccc1C	-0.6	-2	0.0	-17
O=C(CSc1nc(=O)[nH]c2c1CCC2)N1CCCCCC1	-0.1	-8	-0.1	1
CN(Cc1cscn1)Cc1ccc(C(=O)NCc2ccc3c(c2)CCCN3C)c(=O)[nH]1	-0.7	13	-0.1	0
CCOc1ccccc1N1CCN(CN2C(=O)NC3(CCCc4ccccc43)C2=O)CC1 (stereo not given)	2.3	10	0.4	8
O=C(N/N=C/c1cccc([N+](=O)[O-])c1)NC12CC3CC(CC(C3)C1)C2	-1.7	-2	0.4	-16
NC1=NC(=O)C(CC(=O)Nc2cc(Cl)ccc2Cl)S1 (stereo not given)	0.8	12	0.2	7
CS(=O)(=O)N(CC(=O)Nc1cccc([N+](=O)[O-])c1)c1ccc(F)c(Cl)c1	-2.1	5	0.0	4
Cc1cccc(NC(=O)CN2CCC(NC(=O)Nc3ccc(C#N)cc3)CC2)c1C	-0.5	-9	-0.2	4
Cn1c(=O)n(C)c2cc(/C=C3/NC(=O)N(Cc4ccccc4)C3=O)ccc21	-0.2	-2	-0.2	3
CN1CCCN(CC(O)COC(c2ccc(F)cc2)c2ccc(F)cc2)CC1 (stereo not given)	0.1	32	-0.2	1
COCCCNC(=O)c1ccc(CNS(=O)(=O)c2ccc(Cl)cc2)cc1	-0.5	-3	-0.3	-2
SMILES	GPR151 activ	MITF inh	FBW7 act	TEAD-YAP inh
Cc1cnc(NC(=O)COc2ccc([N+](=O)[O-])cc2)s1	-1.7	16	-0.4	-31
c1ccc(CSc2ccc(-c3ccccn3)nn2)nc1	-1.5	86*	-1.9	-10
Cc1cc(C)c2c(n1)nn1c(C)c(CCC(=O)NC(C)CCc3ccco3)c(C)nc21 (stereo not given)	1.9	-2	0.0	1
Cc1ccc(C)c(C(=O)Nc2cc(S(=O)(=O)N3CCCCC3)ccc2O)c1	0.6	-2	-0.1	19
CCOC(=O)c1sc2nc(SCC(=O)c3ccc(Cl)cc3)n(Cc3ccccc3OC)c(=O)c2c1C	-0.3	13	0.1	-3
COc1ccc(N/C(=N\c2nc(C)cc(C)n2)NC(=O)Nc2ccc(Cl)c(Cl)c2)c(OC)c1	-0.6	1	-0.1	-17
O=C1CC2(CCCC2)CC(=O)N1c1ccc(O)cc1	2.3	5	0.0	4
CCC(C)(C)NC(=O)c1cc(-c2ccccc2)n[nH]1	1.2	3	-0.2	0
CCc1ccc(C2=NN(S(C)(=O)=O)C(c3ccco3)C2)cc1 (stereo not given)	-9.5	0	-0.3	-38
COc1ccc(CNc2cc(C)nc(-c3cccc(OC(F)(F)F)c3)n2)cc1	-1.3	17	0.8	2
CN(C)c1ccc(CN2CCC3(CC2)CC3C(=O)NCCc2ccccn2)cc1 (stereo not given)	-1.6	0	0.0	0
CCCCCOC(=O)CSc1nc2sc3c(c2c(=O)n1Cc1ccccc1)CCCCC3	-0.9	-5	0.0	-4
COc1ccc(N(CN2C(=O)c3ccccc3C2=O)C(C)=O)cc1	0.1	-1	0.0	8
COc1ccc(S(=O)(=O)NC(CC(=O)NCc2ccco2)C(C)C)cc1 (stereo not given)	-1.1	10	-0.1	1
Nc1ccc2oc(-c3cccc(F)c3)nc2c1	-3.3	4	0.1	-12
O=C1NCCN(Cc2ccccc2C(F)(F)F)C1CC(=O)N1CCSCC1 (stereo not given)	-1.6	-7	-0.2	-6
COc1ccc(S(=O)(=O)N2CCc3ccccc3C2)cc1Cl	4.6	17	0.7	14
Cn1c(Nc2ccc(-n3cc(CC(=O)NCCO)c4ccccc43)nn2)nc2ccccc21	1.5	-2	0.0	-2
CCOC(=O)C1CCN(c2ncnc3[nH]ncc23)CC1	-0.1	8	0.0	-12
CC(C)CNc1cc(N2CCN(CCO)CC2)c2noc3c2c1C(=O)c1ccccc1-3	0.0	45	-0.6	7
COCCn1c(O)c(C2=c3cc(Br)ccc3=NC2=O)sc1=S	0.1	10	-0.1	4
O=C(C1CCC(=O)N1C1CCCCC1)N1CCN(c2ccc(F)cc2)CC1 (stereo not given)	-1.9	-1	-0.1	-8
Cc1cccc(N(C)c2ccnc3c(-c4ccoc4)cnn23)c1	1.0	13	-0.5	-39
O=C(/C=C/c1cccc(F)c1)N1CC[C@H]2[C@H](CCC(=O)N2CC2CCCCC2)C1	0.6	-23	0.1	-6
COc1ccc(S(=O)(=O)Nc2c(C)cc(C)cc2C)c([N+](=O)[O-])c1	1.5	4	-0.2	-5

Entries of single compounds from above. Order of values: GPR151 activ | MITF inh | FBW7 act | TEAD-YAP inh
`O=C1NCCN(Cc2ccccc2C(F)(F)F)C1CC(=O)N1CCSCC1` (stereo not given) in the list: -1.6 | -7 | -0.2 | -6
`COc1ccc(CNc2cc(C)nc(-c3cccc(OC(F)(F)F)c3)n2)cc1` in the list: -1.3 | 17 | 0.8 | 2

(further entries)
SMILES	GPR151 activ	MITF inh	FBW7 act	TEAD-YAP inh
O=c1[nH]ncn2nc(-c3cccs3)cc12	-0.4	6	0.0	-3
N#CN(CC(N)=O)c1nc(N2CCCCC2)nc(N2CCCCC2)n1	1.4	12	-0.1	-6
c1ccc2cc(-c3cnn4c(NCCCN5CCOCC5)ccnc34)ccc2c1	1.5	12	0.2	-22
O=C(CSC1=NCCS1)Nc1nnc(-c2cccc([N+](=O)[O-])c2)s1	-1.0	17	-0.1	-21
O=C(CC12CC3CC(CC(C3)C1)C2)N1CCN(c2ccccc2)CC1	0.5	19	-0.1	1
COc1ccc(NC(=O)c2sc3nc(-c4cccs4)cc(C(F)(F)F)c3c2N)cc1	0.4	-7	0.1	0
COc1ccc(C2CC(c3cccs3)=NN2C(=O)CSc2nnc(CNC(=O)c3cc(OC)cc(OC)c3)n2-c2ccccc2)cc1 (stereo not given)	1.1	4	-0.1	15
COc1ccc(C2C3(C#N)C(N)=NC(OC)(OC)C23C#N)c(OC)c1 (stereo not given)	-0.6	26	-0.3	8
CCN1C(=O)/C(=C\c2ccc(C)s2)SC1=S	0.3	9	-0.2	-10
CCOCCCNC(=O)C1CCN(Cc2nc(-c3ccc(CC)cc3)oc2C)CC1	0.0	5	0.0	-8
NC(=O)c1ccsc1NC(=O)c1ccc(Cl)cc1	-2.8	-5	0.0	-66
C=CCNc1oc(-c2ccccc2)nc1C#N	-0.4	-27	-0.1	-44
COc1cc(OC)cc(C(=O)Nc2ccc(S(=O)(=O)Nc3ccc(F)cc3)cc2)c1	-0.6	9	0.2	11
c1ccc(-n2cnc3c(NCCN4CCOCC4)nc(Nc4ccc(N5CCOCC5)cc4)nc32)cc1	4.1	18	-0.2	59*
CC(C)(C)N(Cc1ccccc1)C(=O)CN1C(=O)NC2(CCCCCC2)C1=O	-0.8	-20	0.2	2
CCn1c(C)nc2cc(C(=O)NNC(=O)CCC3CCCC3)ccc21	3.2	5	-0.1	4
N#Cc1ccc(C(=O)OCc2csc(-c3ccccc3)n2)cc1	1.5	-4	-0.1	-8
COc1ccc(S(=O)(=O)Nc2cccc(C(=O)O)c2)cc1C(=O)O	0.6	5	0.0	10
COc1cc(S(=O)(=O)NCCC23CC4CC(CC(C4)C2)C3)ccc1Cl	-0.4	-1	0.1	-11
Cc1ccc(-c2n[nH]c(=O)c3ccccc23)cc1S(=O)(=O)Nc1ccc(F)cc1	2.1	3	0.0	2
CC(C)CCNC(=O)C1CCN(S(C)(=O)=O)CC1	0.2	-6	-0.1	-7
COC(=O)c1ccccc1N1C(=O)c2ccc([N+](=O)[O-])cc2C1=O	1.9	3	-0.6	8
COc1ccc(C(NC(=O)C2CCN(C(=O)OCC(C)C)CC2)c2ccccn2)cc1 (stereo not given)	-1.0	3	0.1	3
CCOC(=O)C1CCCN(C(=O)CC(C)c2ccccc2)C1 (stereo not given)	-0.9	-13	-0.1	-50
O=[N+]([O-])c1ccc2c(c1)S(=O)(=O)N=C1CCCCCN12	0.4	5	0.2	8
SMILES	GPR151 activ	MITF inh	FBW7 act	TEAD-YAP inh
O=C(/C=C/c1ccc2c(c1)OCO2)Oc1ccc(Cl)cc1Cl	3.1	-20	0.0	-9
Cc1cc(C)n2nc(C(=O)Nc3cccc(Cl)c3C)cc2n1	-2.2	2	-0.2	6
CC(C)N(Cc1ccccc1)C(=O)COC(=O)c1cc[n+]([O-])cc1	0.1	-5	0.1	3
O=c1/c(=C\c2cccs2)sc2nc3ccccc3n12	-0.6	3	0.0	-32
COc1ccc(-n2nc(C(=O)NCC(=O)Nc3ccc(F)cc3)c3ccccc3c2=O)cc1OC	1.2	-8	-0.1	17
COc1ccc(NS(=O)(=O)c2ccc(C)cc2C)cc1N1CCCC1=O	2.2	15	0.4	8
CN(C)CCCOc1ccc(-c2cccc(Cl)c2)cn1	-0.5	2	-0.2	-22
O=C1c2ccccc2C(=O)N1c1cc([N+](=O)[O-])ccc1F	0.0	2	-0.1	-6
Cc1ccc(S(=O)(=O)NCCCNc2ccc(C(F)(F)F)cc2[N+](=O)[O-])cc1	-0.4	17	0.2	1
COc1ccc(C)cc1NC(=O)c1sc2nc3cc(OC)c(OC)cc3cc2c1N	-0.4	-8	0.5	-11
Oc1c(Cl)cc(Cl)cc1C1N(Cc2ccc(Cl)cc2)CCN1Cc1ccc(Cl)cc1	1.3	-9	-0.1	-6
CCSCCOC(=O)C1=C(C)NC2=C(C(=O)CC(C)(C)C2)C1c1ccc(OC)c(OC)c1OC (stereo not given)	0.4	-2	-0.1	-1
CCCNC(=O)c1ccccc1N(Cc1ccccc1)S(C)(=O)=O	-0.8	-3	-0.2	-9
COC(=O)C(C)Oc1ccc2oc(C)c(C(=O)OC(C)C)c2c1 (stereo not given)	2.3	3	0.1	11
COc1cccc2c1OCC(c1nc3ccc(-c4ccncc4)cc3[nH]1)O2 (stereo not given)	0.3	10	-0.2	11
CCc1ccc2nc(N3CCN(S(=O)(=O)c4cccs4)CC3)sc2c1	-0.9	8	0.1	11
Brc1c(OCc2nc(-c3ccncc3)no2)ccc2ccccc12	-1.5	0	0.3	-53
COc1cc(NC2c3ncccc3C(=O)N2c2ccc(C)cc2)cc(OC)c1 (stereo not given)	-0.7	6	0.9	1
Cc1cc(NC(=O)c2ccco2)no1	-0.6	-1	0.0	-20

Gathered by group: those above containing a Cl atom
SMILES	GPR151 activ	MITF inh	FBW7 act	TEAD-YAP inh
Cc1ccc(CNC(=O)Cn2c(=O)oc3cc(Cl)ccc32)o1	-0.3	17	0.3	-11
NC1=NC(=O)C(CC(=O)Nc2cc(Cl)ccc2Cl)S1 (stereo not given)	0.8	12	0.2	7
CS(=O)(=O)N(CC(=O)Nc1cccc([N+](=O)[O-])c1)c1ccc(F)c(Cl)c1	-2.1	5	0.0	4
COCCCNC(=O)c1ccc(CNS(=O)(=O)c2ccc(Cl)cc2)cc1	-0.5	-3	-0.3	-2
CCOC(=O)c1sc2nc(SCC(=O)c3ccc(Cl)cc3)n(Cc3ccccc3OC)c(=O)c2c1C	-0.3	13	0.1	-3
COc1ccc(N/C(=N\c2nc(C)cc(C)n2)NC(=O)Nc2ccc(Cl)c(Cl)c2)c(OC)c1	-0.6	1	-0.1	-17
COc1ccc(S(=O)(=O)N2CCc3ccccc3C2)cc1Cl	4.6	17	0.7	14
NC(=O)c1ccsc1NC(=O)c1ccc(Cl)cc1	-2.8	-5	0.0	-66
COc1cc(S(=O)(=O)NCCC23CC4CC(CC(C4)C2)C3)ccc1Cl	-0.4	-1	0.1	-11
O=C(/C=C/c1ccc2c(c1)OCO2)Oc1ccc(Cl)cc1Cl	3.1	-20	0.0	-9
Cc1cc(C)n2nc(C(=O)Nc3cccc(Cl)c3C)cc2n1	-2.2	2	-0.2	6
CN(C)CCCOc1ccc(-c2cccc(Cl)c2)cn1	-0.5	2	-0.2	-22
Oc1c(Cl)cc(Cl)cc1C1N(Cc2ccc(Cl)cc2)CCN1Cc1ccc(Cl)cc1	1.3	-9	-0.1	-6
